MIN6 prolif: inducers of beta-cell replication in MIN6 cells; proliferation, % at 10 µM; AID 2380; hit rate 0.29% among 330,000; MIN6 cells proliferation, ATPlite luminescence, 48 h; cells starved in 0.2% serum; 100% = growth in 10% serum;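 active means compounds whose signal lies at least 3.5 SD above the mean of all wells on their plate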;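 further: 0% = DMSO-treated cells in low-serum medium and 100% = 10% serum control; some compounds called inactive have numbers as strong as hits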
NALP3 yeast inh: inhibitors of NALP3 inflammasome in yeast; Yeast reconstituted NLRP3/ASC/caspase-1, beta-gal luminescence, 24 h; inhibition, % at 10 µM; hit rate 0.39% among 330,000; AID 2825;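 active means inhibition of 50% or more; inactive means inhibition below 50%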;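 further: plate controls were induced DMSO wells for no effect and uninduced yeast grown without galactose for full effect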
mIAP act: mouse IAP activation; AID 2805; activation factor at 10 µM; muIAP, CDP-Star luminescence, 30 min; stronger effect = higher value; 1 = vehicle-only enzyme signal, 0 = enzyme-free wells; hit rate 0.24% among 330,000;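 active means activation factor of at least 2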; further: the source names both 10 and 20 µM as test concentration; values of inactives mirror those of a sister screen read the other way
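System: mouse IAP enzyme. Reagent: CDP-Star chemiluminescent phosphatase substrate. Benchmarks: DMSO wells, no-enzyme wells. Times: 30 min enzyme-substrate-compound incubation at room temperature. Detection: luminescence from enzymatic CDP-Star hydrolysis. Doses: test compounds delivered from DMSO solution.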
hIAP activ: human IAP activation. purified human IAP, CDP-Star luminescence, 30 min; stronger effect = higher value; 1 = vehicle-only enzyme, 0 = enzyme-free background. activation factor at 10 µM. hit rate 0.16% among 330,000;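 active means activation factor of the enzyme at least 2-fold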; further: the source names both 10 and 20 µM as test concentration; values of inactives mirror those of a sister screen read the other way
SENP1 FRET inh: SENP1 (human) catalytic domain inhibition; Q9P0U3; inhibition, % at 10 µM; recombinant SENP1 catalytic domain, CyPet-SUMO1-YPet FRET cleavage; hit rate 0.21% among 360,000;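 active means inhibition at least 30% at 10 µM, raw YFP signal under a set limit, fluorescence ratio 0.5 to 1.5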;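 further: 0% = enzyme with DMSO and 100% = no enzyme wells; some results filed as inactive read as strong as hits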
Target sequence (Q9P0U3 419-644 limits assumed): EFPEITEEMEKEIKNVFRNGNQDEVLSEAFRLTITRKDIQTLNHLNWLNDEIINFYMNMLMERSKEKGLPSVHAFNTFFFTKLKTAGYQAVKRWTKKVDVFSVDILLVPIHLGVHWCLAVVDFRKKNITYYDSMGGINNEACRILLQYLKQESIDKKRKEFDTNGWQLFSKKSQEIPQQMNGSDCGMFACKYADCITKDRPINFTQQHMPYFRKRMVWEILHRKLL
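material = recombinant human SENP1 catalytic domain, His6-tagged | quantity = 20 pM enzyme | reagent = 25 nM SUMO1 FRET substrate | compound dosing = 10 µM single point, 0.5% DMSO | timing = 50 min enzyme reaction, room temperature, light-protected | detection = FRET, CFP and YFP emission | control set = no-enzyme low, enzyme-DMSO high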
A3G deaminase: inhibitors of human APOBEC3G DNA deaminase. recombinant A3G, ssDNA deamination FAM/TAMRA fluorescence. inhibition, % at 20 µM. hit rate 0.28% among 330,000;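 active means inhibition of at least 40% at 20 µM, with no more than 30% in the related APOBEC3A deaminase screen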;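 further: plate controls were DMSO wells with A3G for no effect and wells lacking A3G enzyme for full effect; some compounds called inactive have numbers as strong as hits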
Target sequence (Q9HC16 whole entry, looked up): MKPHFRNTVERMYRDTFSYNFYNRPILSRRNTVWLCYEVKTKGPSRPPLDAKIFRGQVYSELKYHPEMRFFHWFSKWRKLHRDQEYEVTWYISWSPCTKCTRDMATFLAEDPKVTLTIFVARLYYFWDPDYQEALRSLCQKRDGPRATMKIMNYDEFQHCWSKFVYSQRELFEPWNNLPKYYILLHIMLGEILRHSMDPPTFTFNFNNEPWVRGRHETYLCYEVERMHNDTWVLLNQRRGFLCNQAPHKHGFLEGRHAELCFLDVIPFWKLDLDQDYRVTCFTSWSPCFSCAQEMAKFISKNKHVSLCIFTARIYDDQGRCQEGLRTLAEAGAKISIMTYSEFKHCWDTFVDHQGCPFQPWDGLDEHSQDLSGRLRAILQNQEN
mIAP block: blocks mouse intestinal alkaline phosphatase. purified mouse IAP, CDP-Star luminescence, 30 min. inhibition, % at 10 µM. hit rate 0.2% among 330,000. AID 2806;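 active means inhibition of at least 40% at 10 µM in the primary screen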;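 further: plate controls were DMSO with enzyme for no effect and no enzyme wells for full effect; values of inactives mirror those of a sister screen read the other way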
hIAP block: blocks human intestinal alkaline phosphatase; purified IAP, CDP-Star luminescence, 30 min; hit rate 0.12% among 330,000; inhibition, % at 10 µM;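 active means inhibition reaching a set limit with compound at 10 µM in the primary screen, cut at about 35% in these data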;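 further: plate controls were DMSO wells with enzyme for no effect and no-enzyme buffer wells for full effect; values of inactives mirror those of a sister screen read the other way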
A3A deaminase: human APOBEC3A DNA deaminase inhibition; inhibition, % at 20 µM; AID 493011; hit rate 0.41% among 330,000; P31941; recombinant A3A, FAM/TAMRA ssDNA deamination fluorescence;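 active means at least 40% inhibition at 20 µM here, with at most 30% in a related deaminase screen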;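 further: plate controls were A3A with DMSO for no effect and wells lacking A3A enzyme for full effect; some results filed as inactive read as strong as hits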
Target sequence (P31941 whole entry, looked up): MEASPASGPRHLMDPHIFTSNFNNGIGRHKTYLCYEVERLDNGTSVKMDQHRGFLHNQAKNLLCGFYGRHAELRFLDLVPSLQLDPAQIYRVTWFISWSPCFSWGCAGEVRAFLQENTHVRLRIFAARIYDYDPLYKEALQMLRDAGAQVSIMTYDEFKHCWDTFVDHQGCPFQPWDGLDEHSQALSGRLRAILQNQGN
* marks the source's active call; other numbers are inactive results.

1: CCC(C(=O)OC)n1cnc2scc(-c3ccc(C)c(C)c3)c2c1=O (configuration not stated)
2: CN(c1ccc(C(=O)NCC2CCCO2)cc1)S(=O)(=O)c1ccccc1 (configuration not stated)
3: COc1ccccc1NS(=O)(=O)c1cc(NC(=O)Cc2n[nH]c(=O)c3ccccc23)ccc1Cl
4: CCOCCCNC(=O)c1c[nH]c2ccc(C)cc2c1=O
5: CC(=O)Nc1cccc(C(=O)O)n1
6: COCCCn1nnnc1SCC(=O)Nc1nc2ccccc2s1
7: O=C(CSCc1ccc(F)cc1)Nc1ccccc1C(=O)N1CCOCC1
8: Cc1ccc(/C=C/C(=O)Nc2ccc(S(N)(=O)=O)cc2)o1

compound no.,1,2,3,4,5,6,7,8
MIN6 prolif,-4,-1,-4,-1,4,-3,1,1
NALP3 yeast inh,97*,8,12,1,-4,15,18,2
mIAP act,0.91,1.1,1.1,0.89,1,0.99,1,0.83
hIAP activ,0.73,1.1,1.2,0.94,1.3,0.97,0.99,0.95
SENP1 FRET inh,1,2,1,-1,-2,1,2,-14
A3G deaminase,-7,-3,-6,-4,-3,-7,9,-2
mIAP block,9,-5,-12,11,-3,1,-3,17
hIAP block,27,-15,-18,6,-29,3,1,5
A3A deaminase,-1,3,-2,0,3,-1,4,5

9: Cc1cccc(CN2CCC(Oc3ccc(C(=O)N4CCCCC4)cc3)CC2)c1
10: O=C(Cc1c[nH]c2ccccc12)Nc1nnc(C2CC2)s1
11: O=C(NCC(=O)N1CCCC1)c1cccs1
12: CCOC(=O)c1cc(-c2csc(-c3cccc(Cl)c3)n2)on1
13: CCOc1ccc(NC(=O)CC2C(=O)N(C)C(=S)N2Cc2ccco2)cc1 (configuration not stated)
14: COc1ccc(/C=N/NC(=O)Cn2c(Cc3ccc(OC)c(OC)c3)nc3ccccc32)cc1
15: Cc1cc(C)c2oc(=O)cc(CN3CCN(Cc4ccccc4)CC3)c2c1
16: CCC1CCCCN1C(=O)COc1ccc(F)cc1 (configuration not stated)

compound no.,9,10,11,12,13,14,15,16
MIN6 prolif,-3,0,0,-2,-1,0,-6,-2
NALP3 yeast inh,29,-16,7,23,-1,6,14,5
mIAP act,0.99,0.99,0.97,0.92,0.94,0.97,0.98,1
hIAP activ,1,1.1,0.99,1.3,0.96,1.1,0.94,0.92
SENP1 FRET inh,-5,-8,3,1,4,1,-14,1
A3G deaminase,-2,-6,-6,-6,-5,-5,-2,-13
mIAP block,0,1,3,8,6,3,2,0
hIAP block,-2,-6,1,-26,4,-5,6,8
A3A deaminase,-2,2,-4,1,-5,0,-3,6

17: COc1cc(-c2[nH]nc3c2C(c2ccoc2)C(C#N)=C(N)O3)cc(OC)c1OC (configuration not stated)
18: Cc1nc(C)c(-c2csc(Nc3ccccn3)n2)s1
19: Cc1ccc(CNC(=O)COC(=O)CN2C(=O)C3CC=CCC3C2=O)cc1 (configuration not stated)
20: CC(C)[C@H](NC(=O)OC(C)(C)C)C(=O)NCC1CCC(C(=O)N[C@@H](Cc2ccccc2)C(=O)O)CC1 (some centres not stated)
21: CCOC(=O)CNC(=S)NN(C)C
22: CCOC(=O)c1cc(-c2ccc(C)cc2)n(CCC(=O)NC(C)CC)c1C (configuration not stated)
23: COc1ccc(CCNC(=O)CSc2nc(C)nc3sccc23)cc1OC
24: CCC(=O)N1CCc2cc(S(=O)(=O)N(C)c3ccc(Br)cc3)ccc21

compound no.,17,18,19,20,21,22,23,24
MIN6 prolif,0,-1,-2,0,-2,3,1,-1
NALP3 yeast inh,18,14,11,-2,19,28,4,-4
mIAP act,0.89,1.1,1.1,1,0.93,1.1,0.94,0.98
hIAP activ,0.97,0.96,1,1.2,0.91,0.99,1,0.99
SENP1 FRET inh,-5,1,4,0,1,2,0,-1
A3G deaminase,-1,3,-9,-6,-4,-9,-3,-6
mIAP block,11,-5,-8,0,7,-15,6,2
hIAP block,3,4,0,-19,9,1,-2,1
A3A deaminase,5,-3,-3,-3,-1,-8,0,0

Ordered by value in NALP3 yeast inh (rising): 3 of the compounds above
No.	SMILES	NALP3 yeast inh
23	COc1ccc(CCNC(=O)CSc2nc(C)nc3sccc23)cc1OC	4
19	Cc1ccc(CNC(=O)COC(=O)CN2C(=O)C3CC=CCC3C2=O)cc1 (configuration not stated)	11
18	Cc1nc(C)c(-c2csc(Nc3ccccn3)n2)s1	14

More compounds.
25: C=CCn1c(COc2cccc3cccnc23)nnc1SCC(=O)OC
26: N#Cc1c(NCc2ccccc2)ccnc1NCc1cccnc1
27: O=C(Cn1c(CC(=O)N2CCOCC2)nc2ccccc21)Nc1ccc2c(c1)OC(F)(F)O2
28: O=[N+]([O-])c1ccc(Cl)c(/C=N/N2CCN(Cc3ccccc3)CC2)c1
29: CCN1CCN(S(=O)(=O)c2ccc(Cl)c(C(=O)NCc3ccco3)c2)CC1
30: COc1ccc(CCNS(=O)(=O)c2cnc(Cl)c(Br)c2)cc1OC
31: O=C(O)c1ccc(/C=C2\SC(=S)N(NC(=O)c3ccccc3[N+](=O)[O-])C2=O)cc1
32: CCCCOC(=O)c1ccc(NC(=O)C(=O)NCc2ccco2)cc1

compound no.,25,26,27,28,29,30,31,32
MIN6 prolif,0,-3,-2,-2,-1,-1,-4,-2
NALP3 yeast inh,16,9,8,9,9,0,13,10
mIAP act,0.98,0.94,1.1,0.85,0.98,1,0.9,1.1
hIAP activ,0.75,1.1,1.1,0.82,0.96,0.97,1.1,1
SENP1 FRET inh,-1,2,-3,1,2,3,5,0
A3G deaminase,-6,2,-2,-6,-8,-4,-6,-3
mIAP block,2,6,-5,15,2,-1,10,-6
hIAP block,25,-9,-12,18,4,3,-12,-4
A3A deaminase,-2,8,-1,-4,-3,-4,-3,2

33: CN(/C=C1/C(=O)CNC1=O)CCO
34: Cc1cc(N2CCCCC2)nc(-c2ccc(Br)cc2)n1
35: CCCP(=O)(CC(=O)O)c1ccccc1 (configuration not stated)
36: Cc1ccc2cc(C#N)c(SCC(=O)N3CCCc4ccccc43)nc2c1C
37: S=C(NC1CCCCC1)N1CCCCC1
38: CC#CCN(Cc1ccco1)C(=O)C1CCC(=O)N(Cc2ccccc2F)C1 (configuration not stated)
39: CCOC(=O)C1=C(O)/C(=C/c2cc(OC)c(OC)c(OC)c2)SC1=Nc1ccc(OC)cc1
40: NC1=NC(=Nc2cccc(S(=O)(=O)N3CCOCC3)c2)c2ccccc21

compound no.,33,34,35,36,37,38,39,40
MIN6 prolif,3,-4,-2,-3,-2,-7,-5,-1
NALP3 yeast inh,8,23,-7,19,3,7,3,5
mIAP act,0.95,0.86,0.96,1,1.1,1.1,1,1
hIAP activ,0.95,1,0.98,0.96,1,0.93,0.95,0.8
SENP1 FRET inh,2,3,2,-3,0,0,-5,3
A3G deaminase,-1,-10,-2,-5,-2,-9,-8,11
mIAP block,5,14,4,-1,-7,-6,-5,0
hIAP block,5,-1,2,4,-4,7,5,20
A3A deaminase,0,-3,-8,-6,-2,0,-5,-5

Reprinted from the part before: 2 entries; new compounds follow.
39: CCOC(=O)C1=C(O)/C(=C/c2cc(OC)c(OC)c(OC)c2)SC1=Nc1ccc(OC)cc1
40: NC1=NC(=Nc2cccc(S(=O)(=O)N3CCOCC3)c2)c2ccccc21
41: N/C(=N\OC(=O)/C=C/c1ccccc1)c1ccncc1
42: COc1ccc(C2c3c(C)nn(-c4ccccc4)c3NC(=O)N2c2ccccc2)cc1 (configuration not stated)
43: OC(COC(c1ccccc1)c1ccccc1)CN1CCOCC1 (configuration not stated)
44: CCOC(=O)c1ccc(COC(=O)c2ccc(-c3nnc(-c4ccccc4)o3)cc2)o1
45: CC(C)C(=O)Nc1c2c(nc3ccccc13)N(C)CC2
46: CCC(C)Sc1cccc(-c2nc3ccc(Cl)cn3c2NCc2ccccc2)c1 (configuration not stated)
47: O=C(Nc1cnn(Cc2ccc(F)cc2)c1)c1cc2nc(-c3ccco3)cc(C(F)(F)F)n2n1
48: COc1ccc(C(CCNCc2ccc(OC)c(OC)c2)c2ccc(F)cc2)cc1 (configuration not stated)

compound no.,39,40,41,42,43,44,45,46,47,48
MIN6 prolif,-5,-1,-1,1,-2,-2,-1,-8,0,-4
NALP3 yeast inh,3,5,2,10,3,18,5,26,3,34
mIAP act,1,1,0.96,1.1,1,0.95,0.93,0.97,1,0.97
hIAP activ,0.95,0.8,0.93,0.96,0.92,1.1,0.98,0.83,1,0.91
SENP1 FRET inh,-5,3,6,2,1,1,-3,-33,-55,2
A3G deaminase,-8,11,-5,6,-5,-8,-4,-1,-4,-7
mIAP block,-5,0,4,-6,-2,5,7,3,0,3
hIAP block,5,20,7,4,8,-9,2,17,-3,9
A3A deaminase,-5,-5,-2,0,-2,-3,0,-2,-4,-1

49: Cc1ccc(-c2nnc(N3CCN(C(=O)CN4CCOCC4)CC3)c3ccccc23)cc1
50: Cc1ccc(S(=O)(=O)N2CCN(C(=O)CN3CCOCC3)C2)cc1
51: CC(NC(=O)COc1ccc(-c2ccccc2)cc1)C1CCCO1 (configuration not stated)
52: Cc1ccccc1S(=O)(=O)Cc1ccc(C(=O)N2CCN(c3ncccn3)CC2)o1
53: NC(=O)COn1c(SCC(N)=O)nc2ccccc2c1=O
54: C/C(CC(=O)Nc1ccc([N+](=O)[O-])cc1)=N\NC(=O)c1ccccc1O
55: CCc1ccc(-c2cc(C)no2)cc1S(=O)(=O)N1CCN(C(=O)c2ccco2)CC1
56: COc1ccc2nc(NC(=O)c3ccco3)sc2c1

compound no.,49,50,51,52,53,54,55,56
MIN6 prolif,0,-3,4,2,-3,-3,6,-6
NALP3 yeast inh,-10,24,19,-9,-4,23,0,34
mIAP act,1,0.91,1,1,1,0.88,0.99,1
hIAP activ,0.98,0.94,1.1,1.1,1.1,1.2,1.1,0.92
SENP1 FRET inh,0,2,2,-1,-5,-1,0,1
A3G deaminase,-6,-3,-7,3,-7,-6,-6,-6
mIAP block,-2,9,0,-3,0,12,1,-1
hIAP block,2,6,-13,-9,-6,-22,-13,8
A3A deaminase,-6,3,-3,6,-3,-9,-5,-4

57: O=C1c2ccccc2-c2nnc(-c3ccc(O)cc3)cc21
58: O=C(O)Cn1cc(/C=N/Nc2ccc([N+](=O)[O-])cn2)c2ccccc21
59: O=c1[nH]c(CN2CCN(S(=O)(=O)/C=C/c3ccccc3)CC2)nc2ccccc12
60: O=C(O)CCNS(=O)(=O)c1ccccc1
61: Cc1oc2ccc(OS(C)(=O)=O)cc2c1C(=O)OC(C)C

compound no.,57,58,59,60,61
MIN6 prolif,-6,1,-2,1,0
NALP3 yeast inh,23,29,9,16,11
mIAP act,0.88,0.8,0.88,0.95,0.95
hIAP activ,0.75,0.81,0.88,1,0.89
SENP1 FRET inh,0,68,-16,2,-1
A3G deaminase,-6,-9,-4,-3,-6
mIAP block,12,20,12,5,4
hIAP block,25,19,12,-2,11
A3A deaminase,-6,0,3,-1,-5

Screens from PubChem.

The list is partial; rates above refer to the full screens.
